Rad51 HR inh: blocks human Rad51 in homologous recombination | Q06609 | inhibition, % at 10 µM | actives 0.085% (n = 200,000) | hRad51 DNA strand exchange, fluorescence dequenching | AID 1385;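 active = inhibition above 40% at the single screening dose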;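 also: 0% = DMSO control wells and 100% = blanks with heterologous ssDNA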
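Material: Human Rad51 nucleoprotein filaments preassembled on unlabelled ssDNA | Also added: Labelled 47-mer dsDNA for strand exchange | Dosing: Single dose, 10 µM final compound | Schedule: 30-min compound preincubation and 15-min exchange, both room temperature | Technique: Fluorescence dequenching at 485/520 nm | Measure: Percent inhibition relative to plate controls and blanks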
FXIa inh: inhibitors of human coagulation factor XIa | P03951 | purified FXIa, Boc-Glu-Ala-Arg-AMC fluorogenic substrate | inhibition, % at 5 µM | actives 0.14% (n = 220,000) | AID 798;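 active = inhibition of at least 40%; inactive = inhibition below 40%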;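 also: fluorescence of freed AMC excited at 355 nm; 0% = enzyme without compound and 100% = no enzyme blank; many of its hits are not listed in these tables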
KCC2 mod: modulators of human KCC2 chloride dependent transport; actives 2.2% (n = 190,000); Q9H2X9; B-score of Tl+ flux slope (higher = more flux/activation; lower = inhibition) at 10 µM; AID 1456; KCC2 cells, thallium flux FluoZin-2 fluorescence;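 active = thallium flux slope and its plate-corrected score both differing from the plate sample mean at a set confidence after two filtering rounds, in either direction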;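 also: slope of fluorescence scaled to starting intensity during 10 to 20 s after thallium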
Target sequence (Q9H2X9 whole entry, looked up): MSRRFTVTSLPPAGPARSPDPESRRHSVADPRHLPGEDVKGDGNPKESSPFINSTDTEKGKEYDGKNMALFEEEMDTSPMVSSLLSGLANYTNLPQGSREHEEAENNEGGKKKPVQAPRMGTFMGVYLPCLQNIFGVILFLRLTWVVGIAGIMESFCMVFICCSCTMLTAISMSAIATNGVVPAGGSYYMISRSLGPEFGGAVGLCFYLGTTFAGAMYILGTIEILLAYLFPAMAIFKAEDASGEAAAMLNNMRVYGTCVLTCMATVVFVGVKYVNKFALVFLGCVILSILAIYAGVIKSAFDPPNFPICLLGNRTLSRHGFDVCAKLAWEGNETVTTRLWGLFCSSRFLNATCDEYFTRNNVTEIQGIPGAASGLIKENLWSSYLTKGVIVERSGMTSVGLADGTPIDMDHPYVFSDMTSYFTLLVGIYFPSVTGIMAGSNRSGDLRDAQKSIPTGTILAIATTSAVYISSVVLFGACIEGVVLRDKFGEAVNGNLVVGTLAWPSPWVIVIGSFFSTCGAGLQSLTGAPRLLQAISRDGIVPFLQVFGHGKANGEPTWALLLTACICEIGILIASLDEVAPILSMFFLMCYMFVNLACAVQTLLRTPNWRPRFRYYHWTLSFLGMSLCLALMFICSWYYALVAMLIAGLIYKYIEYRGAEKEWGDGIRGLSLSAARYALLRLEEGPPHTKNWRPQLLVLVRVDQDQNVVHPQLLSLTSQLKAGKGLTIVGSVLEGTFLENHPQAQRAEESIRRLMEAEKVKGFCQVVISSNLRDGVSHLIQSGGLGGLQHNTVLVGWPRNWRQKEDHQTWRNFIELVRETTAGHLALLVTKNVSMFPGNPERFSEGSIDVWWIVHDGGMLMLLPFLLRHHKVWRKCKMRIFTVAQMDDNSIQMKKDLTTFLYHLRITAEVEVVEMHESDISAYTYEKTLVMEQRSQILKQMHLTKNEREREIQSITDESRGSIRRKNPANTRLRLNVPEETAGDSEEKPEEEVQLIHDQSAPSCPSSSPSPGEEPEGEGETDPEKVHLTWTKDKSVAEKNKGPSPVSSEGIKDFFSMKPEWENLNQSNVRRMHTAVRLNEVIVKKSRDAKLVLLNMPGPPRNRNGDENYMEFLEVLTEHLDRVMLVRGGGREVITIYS
FXIIa inh: factor XIIa (human) inhibition | inhibition, % at 5 µM | P00748 | actives 0.3% (n = 220,000) | AID 800 | purified FXIIa, Boc-QGR-AMC fluorogenic substrate, 2 h; in the data active = inhibition above about 40%;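 also: 0% = enzyme with no compound and 100% = blank without enzyme; many of its hits are not listed in these tables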
Hck-Nef inh: inhibitors of human Hck kinase activated by Nef | Recombinant Hck-YEEI plus Nef, Z-Lyte FRET kinase assay | actives 0.68% (n = 220,000) | P08631 | inhibition, % at 20 µM;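 active = Hck-Nef kinase inhibition above about 50%, limit read from the data; inactive = inhibition below that limit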;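 also: 0% = DMSO with Hck plus Nef and 100% = Hck alone without Nef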
TNF necrop inh: TNF-alpha cell death inhibition in Jurkat FADD-/- cells; Jurkat FADD-/- TNF necroptosis rescue, ATP luminescence, 24 h; 0 = TNF only, 100 = no-TNF cells; activation (protection from cell death), % at 10 µM; actives 0.068% (n = 220,000);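 active = activation, meaning protection from cell death, of at least 50% relative to plate controls; inactive = activation below 50%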;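 also: necroptosis triggered by 40 ng/mL TNF-alpha added together with compound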
thrombin 1536: blocks human thrombin protease activity; alpha-thrombin, Boc-VPR-AMC fluorogenic substrate cleavage; inhibition, % at 5 µM; actives 0.26% (n = 220,000); P00734; AID 1046;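 active = inhibition at or above 40%; inactive = inhibition below 40%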;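 also: 0% = enzyme with no compound and 100% = wells without enzyme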
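Test system: human alpha-thrombin protein / Dosing: one concentration per compound, 5 µM, with 0.2% DMSO / Medium: pH 7.5 Tris-saline with Tween 20 / Benchmarks: no-compound enzyme wells and no-enzyme blanks / Read-out basis: percent inhibition of thrombin substrate cleavage / Timing: reaction at room temperature / Measured by: fluorescence, ex 355 nm, em 460 nm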
L929 necroptosis: L929 zVAD cell death inhibition. viability rescue, % at 10 µM. actives 0.38% (n = 220,000). L929 zVAD necroptosis rescue, ATP luminescence, 24 h; with zVAD 60 µM;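 active = activation, scaled between plate controls, above about 75%, limit read from the data; inactive = activation under that limit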;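 also: 0% = zVAD with DMSO and 100% = DMSO alone without zVAD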
hK5 inh: kallikrein 5 (human) inhibition | recombinant hK5, fluorogenic AMC substrate cleavage | actives 0.59% (n = 210,000) | inhibition, % at 5 µM;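 active = inhibition of 40% or more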;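 also: 0% = enzyme controls without compound and 100% = no-enzyme blanks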
* hit, by the source's call; x = not tested or not shown. This is a subset. The share of hits here may be higher or lower than overall.

item	compound	Rad51 HR inh	FXIa inh	KCC2 mod	FXIIa inh	Hck-Nef inh
1	O=C(c1cccc([N+](=O)[O-])c1)N1CCCC(C(=O)N2CCCCCC2)C1 (stereo not drawn)	18	1	-0.025	8	13
2	COC(=O)c1ccc(NC(=O)Cn2nnc(-c3cccs3)n2)cc1	x	-3	0.3	5	21
3	CC1(C)Cc2c(c(-c3ccccc3)nc(N3CCOCC3)c2C(N)=O)CO1	-4	7	1.4	7	4
4	CN(C)/C=C(\C#N)C(=O)Nc1ccc(O)cc1F	x	4	-0.28	9	8
5	Cn1c(=S)n(C)c2ccccc21	-14	-9	0.024	6	20
6	CCCOc1ccc(C(=O)NC(C)C(=O)O)cc1 (stereo not drawn)	-1	18	x	40*	-2
7	CCCCCOC(=O)C1[C@H]2C(=O)N(Cc3cccs3)C[C@]23C=C[C@H]1O3 (stereo partly drawn)	0	-17	0.42	-8	2
8	COc1ccccc1C(O)Cc1nc2ccccc2n1C (stereo not drawn)	13	7	-0.086	-4	-2

item	TNF necrop inh	thrombin 1536	L929 necroptosis	hK5 inh
1	-0.1	2	0.8	0
2	1.0	-2	1.8	-2
3	-0.9	12	0.0	-17
4	-1.5	0	0.0	22
5	-0.1	-25	2.1	-7
6	0.7	3	-0.2	-5
7	-1.5	-5	-0.2	0
8	0.0	-5	1.0	0

(continued)
item	compound	Rad51 HR inh	FXIa inh	KCC2 mod	FXIIa inh	Hck-Nef inh
9	COC(=O)c1ccccc1NC(=O)c1ccnn1C	-27	1	0.6	5	-11
10	COc1ccc(C(=O)OCC(=O)NC(=O)NC2CCCC2)c(O)c1	-6	3	-1.6	9	-18
11	CCOP(=O)(OCC)C(Nc1ccc(OC)cc1)c1ccco1 (stereo not drawn)	23	-8	0.3	2	6
12	O=C(CNS(=O)(=O)c1ccc(F)c(Cl)c1)N1CCCCCC1	20	5	-0.37	23	-3
13	c1ccc(-n2cc(CN3CCCC3)c(-c3ccc4c(c3)OCO4)n2)cc1	1	-6	0.28	3	16
14	O=S(=O)(NCC(Nc1ccc(Cl)cc1)c1ccccc1)c1ccccc1 (stereo not drawn)	-1	-8	0.39	-3	-1
15	O=c1oc2ccccc2cc1-c1cn(-c2ccccc2)c(=S)[nH]1	-34	10	7.2*	-3	5
16	CCOC(=O)c1cc2c(ccn2C)n1CC(=O)N(Cc1ccccc1)c1ccc(F)cc1	2	4	0.78	13	1

item	TNF necrop inh	thrombin 1536	L929 necroptosis	hK5 inh
9	-1.6	-3	-0.2	x
10	1.5	1	77*	11
11	0.7	-3	0.2	-10
12	0.8	-3	-0.1	-7
13	4.7	-9	0.0	-3
14	2.7	-19	0.9	-11
15	-12	-6	1.6	-26
16	0.5	1	1.0	-21

The results go on:
item	compound	Rad51 HR inh	FXIa inh	KCC2 mod	FXIIa inh	Hck-Nef inh
17	CC[C@H](C)/C=C(C)/C=C/C(=O)Cc1cc(O)c(C)c(O)c1C=O	-27	4	-0.14	9	11
18	O=C(CSc1nnc2n1CCCN2)c1ccc([N+](=O)[O-])cc1	-1	5	0.46	5	13
19	O=C1CN(C(=O)COC(=O)c2cccc(S(=O)(=O)NCc3ccccc3)c2)c2ccccc2N1	-6	-5	-0.56	-5	-17
20	COc1ccc(C(=O)Nc2ccc(N3CCN(Cc4ccccc4)CC3)cc2)cc1	-3	1	0.43	x	-8
21	CCOc1ccc(CCNC(=O)Cc2nn[nH]n2)cc1OCC	-1	-2	0.33	10	0
22	CC(=O)OC(COc1ccccc1)Cn1cnc2cc(C)c(C)cc21 (stereo not drawn)	-4	4	0.4	3	15
23	Cc1ccc(-c2nnc(N3CCN(S(C)(=O)=O)CC3)c3ccccc23)cc1	-10	2	x	14	1
24	COc1ccc(NS(=O)(=O)c2ccc3c(c2)NC(=O)CO3)cc1	9	-4	x	4	22

item	TNF necrop inh	thrombin 1536	L929 necroptosis	hK5 inh
17	-2.3	5	0.6	2
18	-2.5	3	0.5	6
19	0.8	-3	0.1	-5
20	0.3	0	5.0	3
21	2.6	1	2.8	2
22	-0.3	1	1.5	-22
23	-2.2	2	0.7	1
24	0.1	-4	1.8	-2

Going on with the list.
item	compound	Rad51 HR inh	FXIa inh	KCC2 mod	FXIIa inh	Hck-Nef inh
25	O=C1NC(=O)c2cc(NC(=O)C3CCCO3)ccc21 (stereo not drawn)	2	-4	x	5	-22
26	CCN(CC)C(=O)/C(=C/c1cccc([N+](=O)[O-])c1)NC(=O)c1ccco1	8	-5	0.22	6	27
27	CCOC(=O)C1CCCN(c2cc(=O)n(-c3ccccc3Cl)c(=O)[nH]2)C1 (stereo not drawn)	-2	-10	0.33	4	-6
28	COC(=O)c1ccc(NC(=O)Cn2cnc3c(nnn3-c3cccc(OC)c3)c2=O)cc1	1	1	0.96	8	17
29	Cc1nnc(SCC(=O)N2CCOCC2)n1C	3	1	-0.18	-1	1
30	CCOc1ccccc1N/C(=C(/C(Cl)=C(Cl)Cl)[N+](=O)[O-])n1cncn1	1	15	-0.23	26	0
31	O=C1NC(=Nc2ccc(Cl)cc2)SC1Cc1cc(Cl)ccc1Cl (stereo not drawn)	-11	-2	1	7	-1
32	Nc1nc(NC(=O)CCC(=O)O)nn1-c1ccccc1	-2	2	x	6	14

item	TNF necrop inh	thrombin 1536	L929 necroptosis	hK5 inh
25	-1.2	-1	-0.7	-6
26	0.7	7	1.0	-6
27	1.9	-8	-0.5	2
28	0.9	-2	-0.3	2
29	0.7	2	0.0	30
30	0.4	2	0.1	12
31	2.0	-8	8.2	-1
32	4.4	1	0.1	2

One compound at a time (already shown).
Entry for O=c1oc2ccccc2cc1-c1cn(-c2ccccc2)c(=S)[nH]1 = Rad51 HR inh = -34; FXIa inh = 10; KCC2 mod = 7.2*; FXIIa inh = -3; Hck-Nef inh = 5; TNF necrop inh = -12; thrombin 1536 = -6; L929 necroptosis = 1.6; hK5 inh = -26
Entry for Cn1c(=S)n(C)c2ccccc21 = Rad51 HR inh = -14; FXIa inh = -9; KCC2 mod = 0.024; FXIIa inh = 6; Hck-Nef inh = 20; TNF necrop inh = -0.1; thrombin 1536 = -25; L929 necroptosis = 2.1; hK5 inh = -7
Entry for COC(=O)c1ccc(NC(=O)Cn2nnc(-c3cccs3)n2)cc1 = Rad51 HR inh = x; FXIa inh = -3; KCC2 mod = 0.3; FXIIa inh = 5; Hck-Nef inh = 21; TNF necrop inh = 1.0; thrombin 1536 = -2; L929 necroptosis = 1.8; hK5 inh = -2

(listing goes on)
item	compound	Rad51 HR inh	FXIa inh	KCC2 mod	FXIIa inh	Hck-Nef inh
33	Cc1occc1C(=O)N/N=C/c1ccc(Br)s1	x	17	78*	34	-2
34	Cc1ccc2[nH]c(=O)c(C3=NN(C(=O)CCC(=O)O)C(c4cccs4)C3)c(-c3ccccc3)c2c1 (stereo not drawn)	1	-5	-0.3	-1	3
35	COC(=O)c1[nH]c(C)c(/C(O)=C2\C(=O)C(=O)N(CCN3CCOCC3)C2c2cccs2)c1C (stereo not drawn)	0	3	x	13	x
36	O=C1CN(C(=O)c2cc3ccccc3oc2=O)C(c2ccccc2)c2cc(F)ccc2N1 (stereo not drawn)	x	-4	0.26	5	-3
37	Cc1sc2nc3c4ccccc4c(NCc4ccco4)nn3c(=O)c2c1C	-7	-2	0.53	7	25
38	CCOC(=O)NC(c1ccccc1)C1CCCCC1=O (stereo not drawn)	-6	-2	1.2	0	0
39	CC(NC(=O)C1CCN(c2nnc(-n3cccc3)s2)CC1)C12CC3CC(CC(C3)C1)C2 (stereo not drawn)	-5	3	-0.61	7	1
40	CCOC(=O)c1[nH]c(C(=O)O)c(CCC(=O)OC)c1C	11	6	0.28	9	4

item	TNF necrop inh	thrombin 1536	L929 necroptosis	hK5 inh
33	-2.3	28	0.9	49*
34	2.5	-6	1.8	-11
35	x	1	x	30
36	1.8	-4	x	-13
37	-12	0	-0.1	-59
38	-0.5	-9	0.2	-32
39	-5.9	-2	1.4	-3
40	0.2	1	1.0	-5

Next part:
item	compound	Rad51 HR inh	FXIa inh	KCC2 mod	FXIIa inh	Hck-Nef inh
41	COc1cc(CNC2CCCCC2OC)cc(OC)c1 (stereo not drawn)	8	5	-0.74	11	20
42	O=C(CSc1nnc2n1CCCCC2)Nc1ccc(N2CCOCC2)cc1	2	1	0.042	13	26
43	Cc1cn2c(nc(=O)c3cccnc32)s1	12	-4	0.23	-2	8
44	COc1ccc(NC(=O)CSc2nnc(Cn3nnc4ccccc43)n2C)cc1	-3	10	1.7	23	-22
45	C=CCn1c(SCC(=O)N(CC)CC)nc(O)cc1=O	-2	6	1.7	11	0
46	Cc1cc(C)nc(/N=C2\NC(=O)CC(C(=O)O)N2c2ccc(Cl)cc2Cl)n1 (stereo not drawn)	-9	4	x	11	12
47	COc1ccc(/C=N/NC(=O)CN2CCN(Cc3ccccc3)CC2)cc1Br	-15	-5	-0.82	7	0
48	COC(=O)CCc1sc(NC2CCCCC2)nc1-c1ccc(OC)cc1	-18	2	0.093	3	10

item	TNF necrop inh	thrombin 1536	L929 necroptosis	hK5 inh
41	1.3	0	-0.1	1
42	4.2	1	0.0	2
43	0.4	-6	0.3	-15
44	0.2	3	0.6	-3
45	0.2	-4	0.6	-15
46	0.0	-2	-0.1	2
47	2.9	-3	0.6	5
48	0.6	-11	1.2	-10

Next part, starting with the last 4 of the part before.
item	compound	Rad51 HR inh	FXIa inh	KCC2 mod	FXIIa inh	Hck-Nef inh
45	C=CCn1c(SCC(=O)N(CC)CC)nc(O)cc1=O	-2	6	1.7	11	0
46	Cc1cc(C)nc(/N=C2\NC(=O)CC(C(=O)O)N2c2ccc(Cl)cc2Cl)n1 (stereo not drawn)	-9	4	x	11	12
47	COc1ccc(/C=N/NC(=O)CN2CCN(Cc3ccccc3)CC2)cc1Br	-15	-5	-0.82	7	0
48	COC(=O)CCc1sc(NC2CCCCC2)nc1-c1ccc(OC)cc1	-18	2	0.093	3	10
49	Cc1sc2nc(C3CCCCC3)nc(SCC(=O)N3CC(=O)Nc4ccccc43)c2c1C	-10	-2	x	11	3
50	COc1ccc(C2OCC3(CO2)SC(N)=NC3=O)cc1 (stereo not drawn)	-2	3	0.44	8	-26
51	C=C(C)CSc1nnc2n(C)c(=O)c3c4c(sc3n12)CCC4	5	-4	-1.4	3	0
52	Cc1cccc(C(C)C)c1NC(=O)CN(C)Cc1cccc(F)c1	-7	-3	-0.078	14	-3
53	Cn1ncc(C#N)c1NC(=O)c1cc(-c2ccccc2Cl)on1	1	-2	-2.4	4	1
54	COc1ccc(-c2cc(C(=O)Nc3c(C)n(C)n(-c4ccccc4)c3=O)no2)cc1	17	-8	0.61	5	-20

item	TNF necrop inh	thrombin 1536	L929 necroptosis	hK5 inh
45	0.2	-4	0.6	-15
46	0.0	-2	-0.1	2
47	2.9	-3	0.6	5
48	0.6	-11	1.2	-10
49	-7.1	-1	1.3	14
50	-1.1	5	0.2	1
51	-1.2	-4	0.1	-3
52	2.3	-2	0.8	-8
53	-0.6	-3	0.8	8
54	0.7	-1	0.1	-8

Screening results from PubChem.
